# Assay outcomes: PubChem, The Scripps Research Institute Molecular Screening Center
# CHRM1 agonist: human M1 muscarinic receptor agonism; P11229; CHO-K1 hM1, Fluo-8 calcium fluorescence, agonist mode; 0% DMSO, 100% acetylcholine EC100; activation, % at 3 µM; 0.33% of 360,000 active; AID 588814;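 active = activation above the run's mean compound activation plus 3 SD, cut at about 16% in these data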;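 note: peak over basal fluorescence ratio within a 140 s kinetic read after compound addition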
# Target sequence (P11229 whole entry, looked up): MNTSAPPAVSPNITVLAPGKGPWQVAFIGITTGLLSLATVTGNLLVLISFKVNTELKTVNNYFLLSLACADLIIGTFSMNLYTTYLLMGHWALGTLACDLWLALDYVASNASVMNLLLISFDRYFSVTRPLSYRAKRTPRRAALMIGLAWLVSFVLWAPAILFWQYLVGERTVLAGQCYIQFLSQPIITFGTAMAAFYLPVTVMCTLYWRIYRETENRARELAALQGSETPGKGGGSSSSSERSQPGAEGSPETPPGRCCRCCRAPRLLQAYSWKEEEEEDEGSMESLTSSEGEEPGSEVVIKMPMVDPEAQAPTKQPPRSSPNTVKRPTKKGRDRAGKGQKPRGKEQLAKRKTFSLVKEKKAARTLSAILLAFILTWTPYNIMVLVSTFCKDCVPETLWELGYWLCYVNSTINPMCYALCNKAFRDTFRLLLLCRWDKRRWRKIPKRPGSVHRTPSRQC
# CHO-K1 Ca antag: counter-screen for M1 antagonists: effect in parental CHO-K1 cells; ATP-induced calcium, Fluo-8 fluorescence; inhibition, % at 3 µM; 0.6% of 360,000 active; AID 602250;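 active = inhibition above a per-plate cutoff, the plate's mean sample inhibition plus 3 SD, cut at about 24% in these data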;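 note: 0% = DMSO plus EC80 ATP and 100% = DMSO alone without ATP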
# M1 ag parental: M1 agonist counterscreen hit in parental CHO-K1 cells | Fluo-8 calcium fluorescence; scaled to maximal ATP response, vehicle zero | activation, % at 3 µM | 0.48% of 360,000 active; in the data active = activation above about 15%;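 note: untransfected CHO-K1 host cells lacking M1 receptor as counterscreen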
# CHRM1 antagonist: human CHRM1 antagonism. P11229. CHO-K1 hM1, Fluo-8 calcium fluorescence, ACh EC80 antagonist. inhibition, % at 3 µM. 1.3% of 360,000 active;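 active = percent inhibition above its own plate's cutoff, namely the mean of that plate's compound wells plus 3 SD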;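 note: peak over basal fluorescence ratio during 140 s after agonist addition; 0% = ACh EC80 plus DMSO and 100% = DMSO alone without agonist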
# M1 PAM parental: counter-screen for M1 PAMs: effect in parental CHO-K1 cells | activation, % at 3 µM | 0.02% of 360,000 active | ATP EC20, Fluo-8 calcium fluorescence; 0% at ATP EC20, 100% at ATP max | AID 602247;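 active = activation above the run cutoff, the mean activation of all test compounds plus 3 SD, cut at about 40% in these data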;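 note: peak over basal fluorescence ratio in a 140 s read after ATP addition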
# TAAR1 ag: human TAAR1 agonism; CHO RD-HGA16 TAAR1, Fluo-8 calcium fluorescence; vehicle wells 0%, saturating PEA agonist 100%; activation, % at 3 µM; 0.99% of 360,000 active; AID 624467;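 active = activation above the mean activation of all test compounds in the run plus 3 SD, cut at about 38% in these data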
#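 System: CHO RD-HGA16 cells carrying human TAAR1 plus Gα16; Incubation: 17-24 h seeding, 75 min 37 °C dye, 30 min RT; Measured by: Fluo-8 fluorescence, 5 s baseline then 140 s kinetic read; Control set: DMSO and PEA EC100; Replication: single well for each compound.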
# TAAR1 antagonist: antagonists of human TAAR1; CHO RD-HGA16 TAAR1, Fluo-8 calcium fluorescence, antagonist; Q96RJ0; inhibition, % at 3 µM; 1.5% of 360,000 active;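 active = inhibition above a per-plate cutoff, the mean inhibition of test compounds on that plate plus 3 SD, cut at about 49% in these data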;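 note: 0% = DMSO plus EC80 beta-PEA response and 100% = DMSO alone without agonist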
#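 Material: CHO RD-HGA16 cells bearing hTAAR1; compound dosing: one-point dosing, 3 µM nominal final; schedule: dye loading 75 min at 37 °C, then 30 min room temperature; measured by: calcium fluorescence with Fluo-8; control set: vehicle and agonist controls; replication: n of 1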
# OXTR potentiator: potentiators of human oxytocin receptor | P30559 | CHO-OTR cells, Fluo-8 calcium fluorescence, potentiator mode; 0% = oxytocin EC15, 100% = EC100 | activation, % at 3 µM | 0.061% of 320,000 active | AID 2445;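 active = activation above that plate's cutoff, the mean activation of tested compounds plus 3 SD, cut at about 6.6% in these data, passing the limit was not always enough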;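 note: 100% uses oxytocin at 75 nM as the full agonist control; some results filed as inactive read as strong as hits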
# Target sequence (P30559 whole entry, looked up): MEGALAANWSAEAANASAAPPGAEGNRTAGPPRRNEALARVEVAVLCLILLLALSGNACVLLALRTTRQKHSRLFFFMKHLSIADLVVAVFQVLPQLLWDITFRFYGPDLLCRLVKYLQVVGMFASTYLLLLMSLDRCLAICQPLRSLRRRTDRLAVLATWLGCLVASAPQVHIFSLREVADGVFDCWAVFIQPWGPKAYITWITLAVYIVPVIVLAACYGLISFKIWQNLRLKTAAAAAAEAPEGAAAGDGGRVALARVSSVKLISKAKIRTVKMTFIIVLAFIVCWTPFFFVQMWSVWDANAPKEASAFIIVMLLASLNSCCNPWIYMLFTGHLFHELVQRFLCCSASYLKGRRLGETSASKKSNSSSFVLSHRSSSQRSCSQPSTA
#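 Measured by – Fluo-8 calcium dye fluorescence · Test system – human OTR in CHO cells · Dosing – one concentration, 3.0 µM compound · Controls – EC15 oxytocin alone as 0%, 75 nM oxytocin as 100% · Evaluation – normalized max/min fluorescence ratio, % activation · Timing – 6 min pre-incubation, 100 s read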
# CHO parental Ca: signal in parental CHO cells, OX1R antagonist counter-screen. inhibition, % at 5.6 µM. parental CHO-K1, ATP-induced calcium, Fluo-8 fluorescence. 0.63% of 330,000 active. AID 463079;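 active = inhibition above that plate's mean sample inhibition plus 3 SD, cut at about 26% in these data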;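 note: 0% = ATP-challenged DMSO wells and 100% = DMSO wells without ATP; some compounds past the cut are filed as inactive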
#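 material = parental CHO cells | also added = ATP as calcium-mobilizing challenge | dosing = single point at 5.6 µM | detection = intracellular calcium via Fluo-8 no-wash fluorescent dye | read-out = % inhibition | benchmarks = low control ATP plus DMSO, high control DMSO only | repeats = one well per compound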
# Starred values were filed as active, the others as inactive; . = no result given.
SMILES,CHRM1 agonist,CHO-K1 Ca antag,M1 ag parental,CHRM1 antagonist,M1 PAM parental,TAAR1 ag,TAAR1 antagonist,OXTR potentiator,CHO parental Ca
CC12CCCC(CC(=O)O)(C1)NC(=O)C2 (stereo not given),2,-1,0.0,-7,-3,1,-20,.,.
CC/C(C)=N/Nc1nc2c(c(=O)[nH]c(=O)n2C)n1Cc1ccccc1,-6,-18,-1.5,-13,14,7,-39,-9,-16
CCCCCC(=O)NC(=S)Nc1ccc(N2CCCCC2)c(Cl)c1,0,9,-0.2,-12,-7,7,-27,-12,-10
CCOC(=O)CNC(=O)N1CCCC(C(=O)c2ccc3c(c2)OCO3)C1 (stereo not given),-8,1,0.3,2,-13,6,6,-18,-8
O=C(Cn1c(=S)[nH]c2ccccc2c1=O)N1CCN(c2ccc(F)cc2)CC1,3,-11,3.6,9,13,11,5,-14,-21
Cc1nc([N+](=O)[O-])cn1CC(O)c1ccc(F)cc1 (stereo not given),-4,14,0.1,-13,-24,1,-8,-2,-3
CSc1ccc(NC(=O)NCc2cccnc2)cc1,-5,-17,1.3,-7,22,6,-10,-6,-4
CCOC(=O)c1cnn(-c2nc(SC)nc3sc4c(c23)CCCC4)c1N,1,-15,1.1,7,4,85*,84*,-24,-3
CC(C)c1cccc(C(C)C)c1Nc1cn[nH]c1,-3,0,0.1,-1,7,-3,-63,.,.
O=C(COc1ccc(Nc2ccccc2)cc1)Nc1ccncc1,3,9,15*,23,-18,10,28,-9,37*
O=C(NCc1ccccc1)c1cccc(COc2cccc(Cl)c2)c1,-5,1,-0.4,3,-7,3,14,-15,-9
CCOC(=O)Cn1cc(C#N)c(=O)[nH]c1=O,-3,-3,0.3,0,-3,2,-13,-9,-2
C/C(Cn1nc([N+](=O)[O-])cc1C)=N\NC(=O)c1ccc(C(C)(C)C)cc1,-1,11,-0.2,-5,-5,12,18,-11,-8
CCCCSC(=O)Nc1ccccc1,-6,-3,0.6,-27,17,7,-5,-1,-6
COc1ccc(/C=C2/SC(=S)N(CC(=O)O)C2=O)cc1OCc1ccc(Cl)cc1,-8,-9,0.6,-9,9,1,-1,-11,8
O=C(Cn1cnc2c(NCc3ccccc3)ncnc21)NCCCc1ccccc1,0,9,-0.1,-6,3,3,-6,.,-9
Cc1oc(-c2ccccc2Cl)nc1CS(=O)(=O)CC(=O)NC(C)c1ccccc1 (stereo not given),-1,1,2.9,20,11,2,1,-9,-16
CCCC(=O)OCC(=O)Nc1ccc2[nH]c(=O)[nH]c2c1,6,-7,0.5,-14,13,2,-1,-25,16
COc1ccc(S(=O)(=O)N(CC(=O)NC2CC2)c2ccc(C)cc2)cc1,-5,-16,0.1,-11,11,0,-8,-8,-27
CCc1ccc(C(CC(=O)O)N2Cc3ccccc3C2=O)cc1 (stereo not given),-2,-8,1.2,-8,-12,0,-5,-8,-9
COc1ccc(C2=NN(C(=O)c3ccco3)C(c3ccco3)C2)cc1OC (stereo not given),-2,-6,-1.1,-4,2,-2,-30,7,-8
Cc1ccc(CN2CCC(n3nccc3NC(=O)C3CCOC3)CC2)cc1 (stereo not given),-4,-5,0.1,-8,16,2,-25,-5,-8
COc1ccccc1OCCOCCN1CCCC1,-6,-13,0.8,-14,8,0,7,-13,-3
CC1Cc2ccccc2N1CC(=O)NC(=O)NC1CCCC1 (stereo not given),-6,-8,-0.1,3,18,1,-1,-24,-6

# With a hit mark in TAAR1 antagonist, among the entries above:
compound | CHRM1 agonist | CHRM1 antagonist | TAAR1 antagonist
CCOC(=O)c1cnn(-c2nc(SC)nc3sc4c(c23)CCCC4)c1N | 1 | 7 | 84*

# Following part:
SMILES,CHRM1 agonist,CHO-K1 Ca antag,M1 ag parental,CHRM1 antagonist,M1 PAM parental,TAAR1 ag,TAAR1 antagonist,OXTR potentiator,CHO parental Ca
O=S(=O)(c1ccc2c(c1)OCCO2)N1CCC(n2cnc3cc(F)ccc32)CC1,-1,5,2.2,19,0,17,23,-22,-12
CNC(=O)Nc1cc(NC(=O)NC)cc(C(F)(F)F)c1,-1,-10,0.8,-20,6,1,-29,0,-19
CCOc1ccc(CCN2C(=S)N([C@@H](CC(C)C)CN3CCCC3CN3C(=S)NC[C@@H]3Cc3ccccc3)C[C@@H]2CC(C)C)cc1 (stereo not given in full),.,-4,-0.4,.,0,18,-18,.,.
O=S(=O)(Cc1ccccc1)N1CCN(Cc2c(F)cccc2Cl)CC1,0,-10,0.9,-8,-8,1,3,.,.
Cc1nnc(Nc2ccc(Cl)c(C(F)(F)F)c2)[nH]c1=O,-4,1,-0.1,0,9,28,2,-23,-1
COc1ccc(C(C)=O)cc1COC(=O)c1cccnc1Cl,-2,-6,1.7,-12,13,2,3,-5,-16
CCCCn1c(N)c(N(CCOC)C(=O)CCS(=O)(=O)c2ccc(Cl)cc2)c(=O)[nH]c1=O,1,-2,0.5,-5,7,1,-1,-8,-1
CC(C)(Oc1ccc(Cl)cc1)C(=O)N1CCN(c2ccccn2)CC1,-4,-8,1.2,2,14,15,-6,-3,-20
COc1cc(/C=C/C(=O)OCC(=O)NC(C)c2ccccc2)cc(OC)c1OC (stereo not given),0,-23,0.4,-16,16,2,2,3,-16
COc1ccc(N2CCN(C(=O)c3cc(-c4cccs4)nc4ccccc34)CC2)cc1,-2,10,4.2,26,-14,18,30,-11,-9
CN(CCc1ccccc1)C(=O)c1cc(COc2cccc(C(F)(F)F)c2)on1,-2,-16,-0.5,5,11,5,20,.,.
CC(=O)/C=C(\C)Nc1c(C)n(C)n(-c2ccccc2)c1=O,-3,-2,0.1,0,4,6,15,-4,-5

# Single values from the results shown:
# Cc1nnc(Nc2ccc(Cl)c(C(F)(F)F)c2)[nH]c1=O in TAAR1 antagonist reads 2
# CN(CCc1ccccc1)C(=O)c1cc(COc2cccc(C(F)(F)F)c2)on1 in TAAR1 ag reads 5
# CC1Cc2ccccc2N1CC(=O)NC(=O)NC1CCCC1 (stereo not given) in M1 ag parental reads -0.1

# (list continues)
SMILES,CHRM1 agonist,CHO-K1 Ca antag,M1 ag parental,CHRM1 antagonist,M1 PAM parental,TAAR1 ag,TAAR1 antagonist,OXTR potentiator,CHO parental Ca
COc1ccc(CC(N)c2csc(NC(=O)c3cc(C(C)(C)C)nn3Cc3ccccc3)n2)cc1 (stereo not given),-2,3,0.1,-8,1,7,-2,.,.
N#Cc1cnc2c(-c3ccccc3)c(-c3ccccc3)nn2c1N,-5,-15,0.8,-4,2,-2,7,-10,-10
O=C(NCCc1ccccn1)c1cc(-c2ccc(Cl)cc2)nc2ccccc12,-4,-10,2.2,3,4,5,42,-1,-32
COc1ccc([N+](=O)[O-])cc1NC(=O)c1cc(C)c(C)o1,-4,25*,-0.2,-3,-12,2,-6,-7,2
COc1ccc(NC(=O)c2cc3c(=O)n(C)c4ccccc4c3s2)cc1OC,-3,18,0.1,1,-10,7,-7,1,-8
CCC1(CC)NC(=O)N(CC(=O)Nc2ccc(OCc3ccccc3)cc2)C1=O,0,-11,2.0,-2,16,10,37,-8,-5
COc1ccc(C(=O)NCCC2=CCCCC2)cc1[N+](=O)[O-],-4,-19,1.5,5,2,2,-12,-15,-14
Cc1ccccc1C(=O)NC(=S)NCCN1CCOCC1,-3,-8,0.6,-1,-3,0,-1,-3,-3
O=C(CSc1ncc(C(F)(F)F)cc1Cl)NCC1CCCO1 (stereo not given),-3,-9,1.1,-13,12,1,-13,2,-13
CC(C)Oc1ccccc1/C=N/NC(=O)C1CC1,-2,-1,-0.1,-17,1,1,104*,-5,-5
COc1ccc(NCc2ccc3c(c2)OCO3)cc1Cl,-7,-10,0.8,-12,12,-1,-2,-10,-4
Cc1ccc(-c2cc(C(=O)N3CCCc4ccccc43)no2)cc1,-5,-3,1.1,-2,-1,1,27,-17,-6
Cc1ccc(CNCc2ccc3c(c2)OCO3)cc1,-8,-7,0.5,4,6,1,-6,-11,3
COC(=O)c1cccc(NC(=O)CN2CCOCC2)c1,0,-4,0.3,-7,14,1,-5,-6,6
O=C(Nc1ccc(NC(=O)c2cccs2)cn1)c1ccco1,-1,-4,1.4,-1,15,9,11,-13,-1
c1ccc(CNc2nc(Oc3ccncc3)c3sccc3n2)cc1,-5,1,0.4,-5,-8,4,-20,.,.
CN(C)c1ccc(CN(C(=O)c2ccc(Cl)c([N+](=O)[O-])c2)C2CCS(=O)(=O)C2)cc1 (stereo not given),-4,-5,1.2,-9,13,7,-2,-7,-13
COc1ccc(NC(=O)C2CCCN(C(=O)NC3CCCCC3)C2)cc1OC (stereo not given),-3,6,0.2,-1,-3,3,1,-5,-7
NC(=O)N/N=C\c1cc(Br)ccc1O,-3,-9,0.4,-7,17,2,-1,-3,-9
COc1cc(NC(=O)c2cccs2)c(C(=O)OCC(=O)NC(C)c2ccccc2)cc1OC (stereo not given),-1,9,2.1,3,14,4,11,-15,-22
CCCCNS(=O)(=O)c1cccc(NC(=O)[C@H]2C[C@H](O)[C@@H](CO)O2)c1,-2,-13,0.0,-17,16,2,-9,.,.
Cc1ccc(S(=O)(=O)CCC(=O)NCCN2C(=O)S/C(=C/c3ccc(F)cc3)C2=O)cc1,-3,26*,5.8,3,-12,9,21,-11,-2
COC(=O)CC1CC2(C(=O)OC)c3[nH]c4ccccc4c3CCN2C1=O (stereo not given),-6,-11,0.7,2,20,0,-10,.,.
Nc1nc2ccccc2[nH]1,0,-6,-0.5,-12,25,11,-4,.,.
O=C(Nc1ccc(Oc2ccc(NC(=O)Nc3ccccc3Cl)cc2)cc1)Nc1ccccc1Cl,-3,-23,0.1,-20,5,0,-23,-6,-7
CCC(=O)c1ccc(OC(=O)c2cnccn2)cc1,-5,-13,1.3,-8,16,0,-18,-9,4
COc1ccc(CCNC(=S)N2CCC(C(=O)c3ccc(F)cc3)CC2)cc1OC,-1,-4,15*,2,9,6,6,-25,-6
COc1ccc2[nH]c(=O)c(-c3nnn(-c4ccccc4)n3)cc2c1,-2,-15,2.1,-10,14,19,32,-12,-28
O=C(O)CCN1C(=O)c2ccc(Oc3ccc([N+](=O)[O-])cc3)cc2C1=O,-1,-8,0.9,-19,10,0,-7,-11,-1
c1ccc(-c2nc(NCc3cccnc3)c3oc4ccccc4c3n2)cc1,-3,1,0.7,-5,12,9,12,-11,-24
Cc1ccc(N(CC(=O)NCCc2ccc(Cl)cc2)S(=O)(=O)c2c(C)noc2C)cc1,-6,-10,-0.3,-9,-3,-1,0,-11,-32
CN(Cc1ccccc1)C(=O)CSc1n[nH]c(N)n1,2,-11,-0.1,-18,-1,1,-14,-15,-5
